ELG1 repair inh – inhibitors of ELG1-dependent DNA repair in HEK293T cells. Potency, µM (top dose mostly 46.1 µM), inactives show at the highest dose activity change, negative = inhibition, most hits filed as inhibitors. HEK293T ELG1-luciferase reporter, luminescence, 16 h; DNA damage induced by 5-fluorouridine. 330,000 tested, 2.3% active. AID 504467; further: potency means the concentration at half of the fitted maximal effect; on the % scale 0 is the no-effect control and ±100 the full control effect; nearly all actives have a fitted effect of over 55% in size
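Step one: seed 2,000 cells per well. Step two: pin-transfer compound or DMSO alongside 5-fluorouridine. Step three: incubate 16 hr, 37 °C, 5% CO2. Step four: add ONE-Glo, wait 30 min, read luminescence.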
Eya2 inh – Eya2 (human) phosphatase inhibition; O00167; 330,000 tested, 0.006% active; recombinant Eya2, OMFP fluorescence dephosphorylation (OMFP is methylfluorescein phosphate); Potency, µM (series often up to 76.9 µM), for the others: top-dose activity, negative = inhibition, usual class: inhibitors; further: potency means the concentration at half of the fitted maximal effect; on the % scale 0 is the no-effect control and ±100 the full control effect
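Eya2 protein (added as 0.2 uM solution) was preincubated with compound for 10 min at ambient temperature in 50 mM HEPES pH 7.5, 50 mM NaCl, 5 uM MgCl2, 0.05% BSA, 1 mM DTT. OMFP (added at 50 uM) then reacted 10 min; fluorescence read at 485/525 nm.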
TSHR antag – antagonists of human thyroid stimulating hormone receptor | P16473 | TSHR-expressing cells, TSH-stimulated cAMP HTRF, 2 h; active compounds read low | activity change, negative = inhibition, % at 11.5 µM | 330,000 tested, 0.2% active | AID 504810;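 active means activity change below a set negative limit, meaning inhibition stronger than a set level, cut at about -70% in these data; inconclusive means activity change between two set negative limits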; further: on the % scale 0 is the no-effect control and ±100 the full control effect
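TSHR-expressing cells were treated with compounds, then stimulated with TSH at EC80 (4nM final) for 2 hours at 37 deg C. Cellular cAMP was measured by HTRF competition between lysate cAMP and cAMP-d2 for a cryptate-labelled anti-cAMP antibody.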
Tb PFK inh – T. brucei PFK enzyme inhibition; O15648; T. brucei PFK, ADP-Glo luminescence; Potency, µM (highest dose often 57.5 µM), for inactives: top-dose activity, negative = inhibition, hits mostly inhibitors; 330,000 tested, 0.17% active; AID 485367;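 further: potency means the concentration at half of the fitted maximal effect; 0% = uninhibited 1x PFK enzyme wells and -100% = no-enzyme wells; nearly all actives have a fitted effect of over 60% in size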
Target sequence (O15648 whole entry, looked up): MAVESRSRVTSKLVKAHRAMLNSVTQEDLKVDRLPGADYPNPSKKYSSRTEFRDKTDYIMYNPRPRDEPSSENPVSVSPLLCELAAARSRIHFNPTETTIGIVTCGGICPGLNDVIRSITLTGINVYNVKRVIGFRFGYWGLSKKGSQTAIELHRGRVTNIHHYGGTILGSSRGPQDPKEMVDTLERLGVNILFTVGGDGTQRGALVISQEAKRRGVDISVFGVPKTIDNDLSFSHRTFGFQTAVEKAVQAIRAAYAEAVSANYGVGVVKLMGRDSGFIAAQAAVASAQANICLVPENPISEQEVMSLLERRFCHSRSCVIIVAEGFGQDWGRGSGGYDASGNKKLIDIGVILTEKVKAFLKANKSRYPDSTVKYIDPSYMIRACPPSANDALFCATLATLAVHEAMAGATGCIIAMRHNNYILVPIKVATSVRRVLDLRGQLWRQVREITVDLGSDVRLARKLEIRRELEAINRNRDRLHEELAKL
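PFK 1.25 nM, F6P 0.5 mM, ATP 0.1 mM, 0.1 M TEA pH 8.0, 5 mM MgCl2, 0.01% Tween20, 0.1% BSA; 45 min RT. ADP-Glo readout. qHTS titration up to 57 uM; curves fitted, compounds curve-classed.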
TCR act – T cell receptor activation; primary human leukocytes, anti-CD3, IL-2 HTRF, 48 h; Potency, µM (doses to about 9.22 µM), for inactives: at the top dose activation of IL-2 secretion, hits mostly activators; 330,000 tested, under 10 active; AID 504894; further: % of control where 0% means no effect
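1) Mix primary human leukocytes, a-CD3 beads and compound. 2) Incubate 48 hr. 3) Add HTRF IL-2 reagents (a-IL-2-K, a-IL-2-d2).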
S-ASM inh – blocks human secretory acid sphingomyelinase | 340,000 tested, 0.006% active | placental ASM, HMU-PC fluorogenic substrate, 60 min | AID 504937 | Potency, µM (titrated, usually from 57.5 µM), for inactives: at the top dose activity change, negative = inhibition, hits mostly inhibitors | P17405; further: potency means the concentration at half of the fitted maximal effect
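Human placenta-derived ASM enzyme was preincubated with compound for 10 minutes at room temperature, then given fluorogenic substrate HMU-PC0 (9 uM final) for 60 minutes at 37 °C; a pH 10 stop preceded fluorescence reading at Ex 386/Em 447 nm.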
Integrin act MD – integrin-mediated muscular dystrophy alleviation activation; alpha7betagal myoblasts, beta-gal FDG fluorescence, 48 h; Potency, µM (series often up to 38.3 µM), without a hit: top-dose activation, usual class: activators; 350,000 tested, 0.064% active;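 further: potency means the concentration at half of the fitted maximal effect; 100% = response of the positive control SU9516; nearly all actives have a fitted effect of over 60% in size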
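Alpha7betagal+/- myoblasts (passage 13) were plated 16-24 hr, then exposed to compounds (1:260 dilution of DMSO stock) for 48 hours at 37C. After MPER lysis, β-galactosidase reporter activity was read as FDG fluorescence (ex 480/em 540) after 30 minutes.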
Mito fusion yeast – blocks mitochondrial division or promotes mitochondrial fusion | 320,000 tested, 0.23% active | Potency, µM (doses to about 46.1 µM), for the others: top-dose growth rescue (activation), hits mostly activators | S. cerevisiae fusion-defective mutant growth rescue, CellTiterGlo 48 h;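 further: potency means the concentration at half of the fitted maximal effect; % of control where 0% means no effect; nearly all actives have a fitted effect of over 45% in size; temperature-sensitive fusion mutants such as fzo1-1 at 37 °C on non-fermentable ethanol glycerol medium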
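Luminescent cell viability in 1536-well qHTS format served as the measure of rescued growth in ts fusion-mutant S. cerevisiae cultured on non-fermentable YPEG for 48 hours at 37C.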
TSG101-PTAP inh – blocks PTAP/TSG101 interaction to inhibit HIV-1 budding; AID 493005; Potency, µM (titrated, usually from 115 µM), without a hit: at the top dose activity change, negative = inhibition, actives largely listed as inhibitors; Q99816; Fluorescence polarization, FITC-PTAP peptide / Tsg101 binding; 340,000 tested, under 10 active; active means well fitted inhibition curve with a large enough effect in the main read-out, with a control signal flat, not every such curve was filed as active; inconclusive means small, poorly fitted or top-dose-only effect, or effect the other way, or a change in a side signal; inactive means no such curve, though single readings can be large or run the other way; further: potency means the concentration at half of the fitted maximal effect; % of control where 0% means no effect
Target sequence (Q99816 whole entry, looked up): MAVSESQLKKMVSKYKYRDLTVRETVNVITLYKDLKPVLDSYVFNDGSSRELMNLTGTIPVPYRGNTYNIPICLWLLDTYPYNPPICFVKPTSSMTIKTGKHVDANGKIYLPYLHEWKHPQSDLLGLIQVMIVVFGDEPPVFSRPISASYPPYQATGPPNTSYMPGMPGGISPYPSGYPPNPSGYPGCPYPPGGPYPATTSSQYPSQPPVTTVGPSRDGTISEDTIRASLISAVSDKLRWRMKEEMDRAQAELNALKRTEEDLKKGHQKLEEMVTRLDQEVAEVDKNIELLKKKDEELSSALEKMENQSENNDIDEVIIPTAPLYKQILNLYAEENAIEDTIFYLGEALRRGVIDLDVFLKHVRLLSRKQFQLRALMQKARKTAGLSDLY
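Fluorescence polarization binding of Tsg101 binding domain (10 uM final) to FITC-labeled PTAP peptide (50 nM final) in HEPES pH 7.5 buffer with NaCl, Tween 20, EDTA, TCEP. Compounds added before peptide; binding 20 min at RT.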
BCR signal inh – inhibitors of chronic active B-cell receptor signaling; ABC-DLBCL IkBa-CBG/CBR reporter, luminescence ratio, 4 h; Potency, µM (highest dose often 46.1 µM), without a hit: at the top dose ratio change, negative = lower green/red ratio, hits mostly inhibitors; 340,000 tested, 0.05% active; active means well fitted inhibition curve with a large enough effect in the signal ratio, with a control signal flat, not every such curve was filed as active; inconclusive means small, poorly fitted or top-dose-only effect, or effect the other way, or a change in a side signal; the % refers to the signal ratio;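 further: potency means the concentration at half of the fitted maximal effect; plate controls were basal doxycycline-induced cells for no effect and cells given 10 µM MG132 for full effect; MG132 reads +100%, hits lower the ratio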
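Compounds up to 46 uM were incubated four hours with TMD8 cells whose green CBG68 luciferase is fused to IkappaBalpha; red CBR luminescence normalised the signal, and concentration-effect curves were fitted to fusion, red and ratio data.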
AT treatment – potential ataxia-telangiectasia treatment; 320,000 tested, 0.19% active; […] A-T fibroblasts, KAP-1 phosphorylation AlphaLISA; neocarzinostatin DNA damage 30 min before lysis; Potency, µM (series often up to 57.5 µM), inactives show top-dose activation, actives largely listed as activators; AID 485349; further: potency means the concentration at half of the fitted maximal effect; % of control where 0% means no effect; nearly all actives have a fitted effect of over 45% in size
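ATM-like activity read as KAP-1 phosphorylation via AlphaLISA donor/acceptor antibody pairs after lysis and 6 hr at 25C. Cells were ATM-null patient fibroblasts ([…], hTERT), dosed 60 min, then exposed to the DSB inducer NCS for 30 min.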
The depositor's hits bear a star; ? = inconclusive; . = not tested or not shown; [ ] = dose if it differs, or a comment. Unless noted, the call rests on the fitted dose curve; in most records, active means well fitted curve in the direction sought with a large enough effect; inconclusive means small, poorly fitted or top-dose-only effect, or another doubt; inactive means no such curve, though single readings can be large; an effect the other way counts as inactive or inconclusive.

SMILES	ELG1 repair inh	Eya2 inh	TSHR antag	Tb PFK inh	TCR act	S-ASM inh	Integrin act MD	Mito fusion yeast	TSG101-PTAP inh	BCR signal inh	AT treatment
COC(=O)CCCC(=O)NC1CCCc2c1cnn2-c1ccc(F)cc1F (centres undefined)	-2%	-3%	-10	-6%	1%	0%	6%	-1%	-4%	?	1%
CCOC(=O)c1cnn(Cc2ccccc2Cl)c1N	0%	-8%	37	5%	3%	5%	-9%[7.66 µM]	-1%	1%	-4%	-1%
O=C1CCCC2=C1C(c1ccc(O)c(O)c1)Nc1ccc3ncccc3c12 (centres undefined)	?	-5%	-9	-24%	1%	4%	-14%	-3%	-6%	-9%	-2%
CC1CCCCC1NC(=O)CSc1nnc(N)s1 (centres undefined)	?	5%	-4	-1%	-2%	4%	-9%	3%	-6%	4%	2%
CC12CCC(C(=O)NCC3CCCO3)(OC1=O)C2(C)C (centres undefined)	1%	-8%	5	-3%	-6%	0%	17%	-5%	1%	-2%	3%
O=C(NCCSc1ccccc1)c1ccco1	?	41%	21	-4%	1%	-2%	16%	0%	-1%	6%	6%
COc1cc(C(=O)N(Cc2ccccn2)CC2CCCO2)cc(OC)c1OC (centres undefined)	7%	26%	8	3%	.	4%	33%	-6%	.	7%	3%
CCCc1cc(=O)[nH]c2nnc(SCC(=O)Nc3cc(C)on3)n12	21%	10%	5	-3%	10%	1%	1%	1%	-4%	-4%	2%
COc1ccc(OCc2cc(C(=O)NCc3cccc(C)n3)no2)c(Cl)c1	?	4%	1	0%	6%	2%	?	0%	-3%	0%	7%
CCOc1ccc(OCCCC(=O)NCCc2ccc(OC)cc2)cc1	8%	-1%	-8	-2%	1%	-3%	0%	3%	-2%	3%	17%
Cc1cc(N2CCCCC2)nc(SCc2ccc(C#N)cc2)n1	-2%	8%	-12	5%	7%	-2%	4%	4%	1%	-1%	15%
O=C(NCCN1CCN(c2ccccc2F)CC1)C1CC(=O)N(C2CCCC2)C1 (centres undefined)	-4%	1%	7	-2%	0%	-1%	14%	1%	2%	?	2%
CCOc1ccc(NC(=O)N(CCCN2CCOCC2)Cc2cccnc2)cc1	16%	-5%	6	2%	1%	-5%	-11%	-7%	-1%	2%	9%
O=C(O)c1ccccc1NC(=S)NC(=O)c1sc2ccccc2c1Cl	?	-7%	-5	?	7%	6%	14%	-2%	-3%	?	4%
Cc1cc(C)cc(NC(=O)CSc2nc3nc(C)cc(C)c3c(=O)[nH]2)c1	-5%	-10%	64	1%	-3%	-7%	-18%	0%	0%	?	-5%
CCOC(=O)N1CCN(C2CCCN(C(=O)c3ccccc3SC)C2)CC1 (centres undefined)	4%	5%	10	-6%	14%	4%	5%	-7%	-4%	1%	2%
NC(=S)NNC(=O)c1ccccc1	19%	-1%	-4	-1%	1%	0%	-13%	-4%	-7%	-11%	1%
Cc1cc(C)c(S(=O)(=O)N2CCN(c3ccc([N+](=O)[O-])c(NCc4ccco4)c3)CC2)c(C)c1	27%	-13%	10	-6%	-4%	-15%	15%	0%	-5%	-4%	-7%
Cc1cccc(NC(=S)NNC(=O)c2csc(C(C)C)c2)c1	?	0%	3	6%	-1%[46.1 µM]	-2%	14%[7.66 µM]	?	-1%	-3%	-3%
N#Cc1c(NC(=O)CCn2cnc3ccccc3c2=O)oc(-c2ccccc2)c1-c1ccccc1	?	-18%	-17	9%	-3%	-22%	13%[1.53 µM]	-12%	-11%	?	0%
COC(=O)c1ccc2c(C)c(C3(O)CCCCC3)[nH]c2c1	?	-9%	-6	4%	3%	39%[activator]	-13%	.	1%	10%	-7%
Cc1cccc(C)c1NC(=S)N(Cc1ccco1)C1CCN(C(C)C)CC1	12%	-5%	42	5%	-2%[46.1 µM]	7%	-13%	-4%	0%	-4%	-3%
O=C(O)C1Nc2c(O)cccc2C2C=CCC12 (centres undefined)	0%	2%	4	?	3%	-15%	-45%	-6%	-5%	0%	-3%
O=C(CSc1nnc(-c2cccs2)n1Cc1ccco1)c1ccc2c(c1)OCO2	?	6%	-19	1%	-2%	-5%	-3%	7%	-3%	0%	5%
CC(=O)OCCCCON1C(=O)c2ccccc2C1=O	2%	1%	5	0%	-17%	2%	8%	0%	-6%	-2%	5%
Cc1ccc(NCC(O)C(O)C(O)CO)cc1C (centres undefined)	0%	6%	-6	3%	-3%	0%	-34%	-2%	-2%	2%	1%
O=C(NNS(=O)(=O)c1ccccc1)c1cccnc1	4%	11%	-1	2%	0%	0%	-27%	-4%	1%	4%	0%
CC1CCN(S(=O)(=O)c2ccc(Oc3ccc([N+](=O)[O-])cc3)cc2)CC1	-11%	3%	-40	0%	7%	-3%	-46%[inhibitor]	-2%	-1%	9%	-3%
O=C(CSc1ccc([N+](=O)[O-])cn1)Nc1ccc2c(c1)OCO2	1%	9%	-9	-2%	0%	-2%	-22%	-5%	1%	-21%	-2%
O=[N+]([O-])c1cccc(CNCc2ccccc2)c1	-1%	0%	26	-6%	-9%	-4%	0%	-5%	-1%	?	-1%

Among those listed so far, these have a COOH group:
SMILES	ELG1 repair inh	Eya2 inh	TSHR antag	Tb PFK inh	TCR act	S-ASM inh	Integrin act MD	Mito fusion yeast	TSG101-PTAP inh	BCR signal inh	AT treatment
O=C(O)c1ccccc1NC(=S)NC(=O)c1sc2ccccc2c1Cl	?	-7%	-5	?	7%	6%	14%	-2%	-3%	?	4%
O=C(O)C1Nc2c(O)cccc2C2C=CCC12 (centres undefined)	0%	2%	4	?	3%	-15%	-45%	-6%	-5%	0%	-3%

Some values from above:
O=C(NNS(=O)(=O)c1ccccc1)c1cccnc1 in Integrin act MD: -27%
O=C(CSc1nnc(-c2cccs2)n1Cc1ccco1)c1ccc2c(c1)OCO2 in Eya2 inh: 6%
COC(=O)c1ccc2c(C)c(C3(O)CCCCC3)[nH]c2c1 in BCR signal inh: 10%
O=C(O)C1Nc2c(O)cccc2C2C=CCC12 (centres undefined) in Integrin act MD: -45%
Cc1cccc(C)c1NC(=S)N(Cc1ccco1)C1CCN(C(C)C)CC1 in Mito fusion yeast: -4%

Source: PubChem (National Center for Advancing Translational Sciences (NCATS))
